From PubChem
PME-1 inh: PME-1 (human) inhibition. Q9Y570. recombinant PME-1, FP-Rh probe fluorescence polarization. inhibition, % at 5.9 µM. 320,000 compounds, 0.53% hits. AID 2130;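 active = inhibition above the campaign mean of all compounds plus 3 SD, cut at about 26% in these data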;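 note: competitive labeling of PME-1 active site by serine hydrolase directed probe; 0% = PME-1 with DMSO and 100% = wells lacking PME-1 enzyme; inhibitors block probe labeling so polarization falls and inhibition rises; many of its hits are not listed in these tables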
Target sequence (Q9Y570 whole entry, looked up): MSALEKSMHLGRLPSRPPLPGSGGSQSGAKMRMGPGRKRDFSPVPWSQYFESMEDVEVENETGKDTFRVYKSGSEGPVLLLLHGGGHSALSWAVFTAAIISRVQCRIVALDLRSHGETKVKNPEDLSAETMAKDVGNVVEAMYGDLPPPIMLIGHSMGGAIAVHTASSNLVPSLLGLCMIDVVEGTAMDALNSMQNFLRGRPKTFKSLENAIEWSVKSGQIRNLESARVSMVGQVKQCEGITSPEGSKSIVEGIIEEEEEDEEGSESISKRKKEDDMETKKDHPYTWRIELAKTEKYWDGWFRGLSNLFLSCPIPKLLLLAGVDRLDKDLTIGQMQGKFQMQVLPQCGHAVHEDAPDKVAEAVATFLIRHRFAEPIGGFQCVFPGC
PAFAH1B3 inh: inhibitors of human PAFAH1B3. inhibition, % at 3.39 µM. recombinant PAFAH1B3, FP-rhodamine probe, fluorescence polarization. Q15102. AID 492972. 340,000 compounds, 0.28% hits;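 active = inhibition above the screen-wide average of all tested compounds plus 3 SD, cut at about 25% in these data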;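 note: 0% = enzyme with DMSO only and 100% = wells lacking PAFAH1B3 protein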
Fam108B inh: blocks mouse Fam108B hydrolase in RBBP9 counter-screen; recombinant Fam108B, FP-Rh probe fluorescence polarization; inhibition, % at 9.51 µM; 300,000 compounds, 0.33% hits;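 active = inhibition above the screen mean inhibition plus 3 SD, computed separately per campaign, cut at about 18% in these data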;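 note: inhibitors lower polarization as less probe binds the enzyme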
GSTO1 counter: blocks human GSTO1 in RBBP9 counter-screen | AID 1974 | inhibition, % at 5.96 µM | recombinant GSTO1, activity-based probe fluorescence polarization | 300,000 compounds, 1.1% hits | P78417;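 active = inhibition above the campaign mean inhibition plus 3 SD, cut at about 35% in these data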;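 note: 0% = GSTO1-1 with DMSO and 100% = wells lacking GSTO1-1 enzyme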
PAFAH1B2 inh: inhibitors of human PAFAH1B2 | P68402 | recombinant PAFAH1B2, FP-rhodamine activity probe, fluorescence polarization | inhibition, % at 3.39 µM | 340,000 compounds, 1.2% hits | AID 492953;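 active = inhibition above the mean of all tested compounds plus 3 SD, cut at about 24% in these data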;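 note: 0% = enzyme with DMSO and 100% = wells lacking PAFAH1B2; many of its hits are not listed in these tables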
Target sequence (P68402 whole entry, looked up): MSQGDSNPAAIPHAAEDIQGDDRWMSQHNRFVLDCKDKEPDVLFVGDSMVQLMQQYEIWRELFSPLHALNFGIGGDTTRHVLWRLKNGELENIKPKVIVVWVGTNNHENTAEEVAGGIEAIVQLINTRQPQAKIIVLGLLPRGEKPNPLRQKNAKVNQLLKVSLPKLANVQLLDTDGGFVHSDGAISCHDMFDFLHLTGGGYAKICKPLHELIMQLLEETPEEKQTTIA
LYPLA1 counter: blocks human lysophospholipase 1, a PME1 counter-screen. O75608. recombinant LYPLA1, FP-Rh probe fluorescence polarization. inhibition, % at 5.9 µM. 320,000 compounds, 0.16% hits. AID 2174;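 active = inhibition above the mean of all tested compounds plus 3 SD, set per campaign, cut at about 14% in these data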;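 note: inhibitors block serine hydrolase probe labeling of LYPLA1 so polarization falls; 0% = enzyme with DMSO and 100% = wells lacking LYPLA1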
PAFAH2 inh: PAFAH2 (human) inhibition; Q99487; recombinant PAFAH2, FP-rhodamine activity probe, fluorescence polarization; inhibition, % at 3.39 µM; 340,000 compounds, 0.99% hits; AID 492956;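 active = inhibition above the mean over all tested compounds plus 3 SD, cut at about 30% in these data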;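 note: inhibitors block probe labeling of enzyme so polarization drops; 0% = enzyme with DMSO and 100% = wells lacking PAFAH2 protein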
pPAFAH FP inh: pPAFAH (human) enzyme inhibition | Q13093 | recombinant pPAFAH, FP-rhodamine probe fluorescence polarization | inhibition, % at 3.39 µM | 330,000 compounds, 1.5% hits | AID 463082;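 active = inhibition above the mean inhibition across the screen plus 3 SD, cut at about 25% in these data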;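 note: inhibitors block binding of the rhodamine activity-based probe so polarization drops; 0% = enzyme with DMSO and 100% = wells lacking pPAFAH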
Target sequence (Q13093 whole entry, looked up): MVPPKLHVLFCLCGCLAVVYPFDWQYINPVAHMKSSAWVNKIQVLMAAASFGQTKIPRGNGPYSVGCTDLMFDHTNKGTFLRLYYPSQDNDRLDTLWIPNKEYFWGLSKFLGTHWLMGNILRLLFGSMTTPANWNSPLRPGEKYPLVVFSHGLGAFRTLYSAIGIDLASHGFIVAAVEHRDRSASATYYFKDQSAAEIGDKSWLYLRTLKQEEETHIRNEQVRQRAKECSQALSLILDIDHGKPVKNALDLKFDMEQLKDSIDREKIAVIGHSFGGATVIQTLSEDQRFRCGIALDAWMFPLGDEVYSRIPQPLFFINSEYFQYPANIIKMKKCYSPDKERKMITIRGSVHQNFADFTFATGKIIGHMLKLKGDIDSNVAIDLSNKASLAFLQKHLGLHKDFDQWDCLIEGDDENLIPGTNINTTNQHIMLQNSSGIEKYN
PAD4 FP inh: PAD4 (human) enzyme inhibition; inhibition, % at 6.36 µM; recombinant PAD4, RCA probe fluorescence polarization; AID 485272; 330,000 compounds, 0.41% hits;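 active = percent inhibition above a cutoff equal to the mean of all tested compounds plus 3 SD, cut at about 15% in these data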;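 note: 0% = PAD4 with RCA probe and DMSO and 100% = probe without PAD4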
Starred values were filed as active, the others as inactive; x = not tested or not shown. A portion of the library, so the mix of outcomes need not match the whole.

The opening three records (preview)
1: O=C(NCc1ccccc1)C12CC3CC(CC(Br)(C3)C1)C2
2: CC1CN(C(=S)SCC(=O)c2ccc([N+](=O)[O-])cc2)CC(C)O1 (centres undefined)
3: CCN(CC)S(=O)(=O)c1ccc(C(=O)OCC(=O)NC2CCCC2)cc1

screen / no.	1	2	3
PME-1 inh	-3	-1	-3
PAFAH1B3 inh	13	9	12
Fam108B inh	1	1	3
GSTO1 counter	2	2	0
PAFAH1B2 inh	35*	-2	6
LYPLA1 counter	-1	6	-1
PAFAH2 inh	-10	2	5
pPAFAH FP inh	6	0	15
PAD4 FP inh	-3	-6	2

The whole of this part, from the start:
1: O=C(NCc1ccccc1)C12CC3CC(CC(Br)(C3)C1)C2
2: CC1CN(C(=S)SCC(=O)c2ccc([N+](=O)[O-])cc2)CC(C)O1 (centres undefined)
3: CCN(CC)S(=O)(=O)c1ccc(C(=O)OCC(=O)NC2CCCC2)cc1
4: COc1ccc(S(=O)(=O)N2CCOCC2)cc1NC(=O)Cc1cccs1
5: CC(C)c1cccc(C2=CC(=O)C[C@H](c3ccc4c(c3)OCO4)C2)c1
6: COc1ccccc1C1CN=NC12CCCc1ccccc1C2=O (centres undefined)
7: COC(=O)c1c(C)oc2ccc(N(C(=O)Oc3ccccc3)S(=O)(=O)c3ccc(Cl)c([N+](=O)[O-])c3)cc12
8: Cc1ccc(CNC(=O)C2=CCN(S(=O)(=O)c3ccc(C)cc3)CC2)cc1

screen / no.	1	2	3	4	5	6	7	8
PME-1 inh	-3	-1	-3	2	-1	0	3	2
PAFAH1B3 inh	13	9	12	4	4	0	2	7
Fam108B inh	1	1	3	x	x	-5	1	0
GSTO1 counter	2	2	0	x	x	-2	12	-2
PAFAH1B2 inh	35*	-2	6	9	-5	3	-1	13
LYPLA1 counter	-1	6	-1	-3	1	-4	-2	-2
PAFAH2 inh	-10	2	5	7	-5	0	3	-1
pPAFAH FP inh	6	0	15	0	2	-5	5	5
PAD4 FP inh	-3	-6	2	1	-6	-3	1	-4

9: O=C(NCc1nnc(SCC(=O)N2CCc3ccccc32)o1)c1ccco1
10: CC(C)C(C(=O)O)N1CCS(=O)(=O)CC1 (centres undefined)
11: CCn1cc(Br)c(C(=O)Nc2ccccc2C(=O)OC)n1
12: O=C(O)CN1C(=O)/C(=C2\C(=O)N(Cc3ccccc3Cl)c3ccccc32)SC1=S
13: CC(C)(C)c1ccc(C(=O)N/C(=C\c2cccs2)C(=O)N2CCOCC2)cc1
14: Cc1cc(C)c2c(N)c(C(=O)Nc3ccc(C)c(C)c3)sc2n1
15: O=C(c1ccccn1)C1CCCN(Cc2cn[nH]c2-c2cc3ccccc3o2)C1 (centres undefined)
16: CCOc1cc(/C=C2/C(=N)N3C(=NC2=O)SN=C3S(C)(=O)=O)ccc1OC(=O)c1ccco1

screen / no.	9	10	11	12	13	14	15	16
PME-1 inh	-3	2	-4	-11	3	3	0	-7
PAFAH1B3 inh	-2	0	1	9	-6	9	-5	2
Fam108B inh	-1	-3	2	-3	0	2	0	-1
GSTO1 counter	-3	6	7	-4	1	2	-1	7
PAFAH1B2 inh	2	4	-1	26*	6	6	2	6
LYPLA1 counter	-4	-1	-6	2	-2	-2	0	2
PAFAH2 inh	3	1	5	3	-3	8	-5	-8
pPAFAH FP inh	-1	2	3	3	5	18	0	9
PAD4 FP inh	-4	0	-1	-6	-1	5	-3	-1

17: COc1ccc(/C=N/NC(=O)C(O)(c2ccccc2)c2ccccc2)cc1OC
18: N#Cc1cc2c(nc1SCC(=O)N1CCOCC1)CCCCC2
19: Cc1ccccc1Nc1nc(N)nc(CN(C)Cc2ccccc2Cl)n1
20: CCCN1CC=C2C(C#N)=C(N)C(C#N)(C#N)C(c3cccc(OC)c3OC)C2C1 (centres undefined)
21: O=C(CN1C(=O)c2cccc3cccc(c23)C1=O)NCCN1CCOCC1
22: CC1CCN(CC2C(=O)O[C@@H]3C[C@@]4(C)CCC[C@H](C)C4=C[C@H]23)CC(C)(C)C1 (some centres undefined)
23: Cc1cc(NC(=O)C(C)Oc2ccccc2)no1 (centres undefined)
24: CC(C)(C)NC(=O)[C@H]1CC[C@H]2[C@@H]3CC[C@H]4NC(=O)C=C[C@]4(C)[C@H]3CC[C@]12C

screen / no.	17	18	19	20	21	22	23	24
PME-1 inh	9	-1	4	16	-1	2	-8	-7
PAFAH1B3 inh	9	26*	-1	1	9	7	-10	2
Fam108B inh	7	-5	2	0	1	0	0	1
GSTO1 counter	0	3	5	2	8	-13	3	5
PAFAH1B2 inh	-2	-2	3	0	3	18	6	-2
LYPLA1 counter	-4	3	-3	4	-3	-2	4	-2
PAFAH2 inh	-4	1	0	2	6	21	10	-2
pPAFAH FP inh	10	14	-1	11	4	1	-9	-4
PAD4 FP inh	-4	6	-1	4	-1	5	-11	-4

25: CCCN1CCC(NC(=O)Cc2cccc(C)c2)CC1
26: COc1ccc(CNc2oc(COc3ccccc3Cl)nc2C#N)cc1
27: COc1ccc(CCNC(=O)C(C)Sc2ccccc2)cc1OC (centres undefined)
28: CC1(C)CC(NC(=S)Nc2ccc(S(N)(=O)=O)cc2)CC(C)(C)N1
29: CCn1cc(CN2CCCC(C(=O)Nc3cccc(-c4cc5ccccc5[nH]4)c3)C2)c(C)n1 (centres undefined)
30: O=C(CSc1nc2ccccc2c(=O)n1NC(=O)Cc1ccccc1)NCc1ccccc1Cl
31: COc1cc(/C=C(\NC(C)=O)C(=O)Nc2ccccc2C)ccc1OC(C)=O
32: CC(=O)Oc1ccc(/C=C/c2nc3ccccc3c(=O)o2)cc1

screen / no.	25	26	27	28	29	30	31	32
PME-1 inh	1	8	7	-8	13	-4	-3	-36
PAFAH1B3 inh	13	5	1	10	3	12	3	9
Fam108B inh	1	-3	-2	-3	5	-1	-4	-2
GSTO1 counter	0	35*	3	6	0	-1	4	-6
PAFAH1B2 inh	2	11	-2	-2	0	19	-5	7
LYPLA1 counter	-3	-5	3	-1	-9	-4	-1	1
PAFAH2 inh	0	3	9	-4	-3	2	-2	50*
pPAFAH FP inh	2	5	0	8	8	0	5	-5
PAD4 FP inh	-3	-4	3	-2	4	-1	3	-3

33: CCn1c2ccccc2c2cc(NC(=O)CSc3nnc(-c4ccccc4OC)n3N)ccc21
34: CCc1cccc(CC)c1NC(=O)NC1CCCCC1
35: O=C(Cn1c(=O)n(Cc2ccccc2)c(=O)c2cc(Cl)ccc21)NCC1CCCO1 (centres undefined)
36: CCN(Cc1cccc(F)c1)C(=O)c1ccc2ccccc2n1
37: Cc1ccc(OCCCCNC2CCCCC2)c(C)c1
38: Cc1ccccc1-n1c(SCC(=O)c2c(N)n(C3CC3)c(=O)[nH]c2=O)nnc1N1CCOCC1
39: Cc1c(C(=O)N2CC(C)OC(C)C2)sc2nc(-c3ccc(F)cc3)cn12 (centres undefined)
40: Cc1ccc(S(=O)(=O)CCC(=O)OCC(=O)NCCc2ccc(F)cc2)cc1

screen / no.	33	34	35	36	37	38	39	40
PME-1 inh	17	1	3	3	0	-2	1	2
PAFAH1B3 inh	9	14	0	-6	1	2	8	4
Fam108B inh	4	2	-5	-3	-2	x	0	3
GSTO1 counter	0	4	-3	1	-2	x	-3	-2
PAFAH1B2 inh	0	1	-1	6	-3	-2	4	2
LYPLA1 counter	-3	2	3	1	-7	-1	1	2
PAFAH2 inh	6	6	-3	13	-1	-3	-1	-3
pPAFAH FP inh	6	-1	11	2	-4	-3	7	12
PAD4 FP inh	0	4	-2	0	-1	-4	3	-2

41: C[C@@H]1CN([C@H](C)CO)C(=O)Cc2cc(NC(=O)Cn3cnnn3)ccc2O[C@@H]1CN(C)Cc1ccc(Cl)c(Cl)c1
42: O=C(C[C@H]1C(=O)N(Cc2ccccc2)C[C@@H]1Cc1ccccc1)Nc1ccccc1
43: N#Cc1ccc(OCC(=O)N2CCCC2=O)cc1
44: CCC(CO)Nc1nc2ccc(Cl)cc2c2ccccc12 (centres undefined)
45: CCC(=O)OCCn1c(Br)nc2c1c(=O)[nH]c(=O)n2C
46: COc1ccc(-n2c(SCC(=O)Nc3sc4c(c3C#N)CCCC4)nnc2-c2ccc(O)cc2)cc1
47: CCOC(=O)c1cn(CC)c2cc(N3CCCCC3)c(F)cc2c1=O
48: CC1CN(C(=O)Nc2ccc(F)cc2F)CC(C)O1 (centres undefined)

screen / no.	41	42	43	44	45	46	47	48
PME-1 inh	x	4	2	11	-3	-4	3	-1
PAFAH1B3 inh	-4	12	9	6	-2	5	1	11
Fam108B inh	x	-2	x	1	6	2	4	0
GSTO1 counter	x	6	x	12	8	4	-8	6
PAFAH1B2 inh	6	4	3	1	3	0	0	1
LYPLA1 counter	x	1	-3	5	-1	-3	-6	-1
PAFAH2 inh	8	0	-4	13	-5	-8	3	10
pPAFAH FP inh	2	20	1	27*	4	5	-1	0
PAD4 FP inh	3	-3	-3	-5	2	-5	5	-4

49: COc1ccc(C(=O)Nc2ccc(N3CCCCCC3)cc2)cc1S(=O)(=O)N1CCOCC1
50: Cn1ncc(N=Cc2ccccc2O)c1C(=O)Nc1ccccc1
51: C=CCC1(/C=N/O)CCOC(C)(C)C1 (centres undefined)
52: Cc1cc(C(=O)OCC(=O)NCCCN2CCCC2=O)c2ccccc2n1
53: CC(C)(C(=O)O)c1ccc([C@H](O)CCCN2CCC(C(O)(c3ccccc3)c3ccccc3)CC2)cc1
54: O=C(Nc1c(-c2ccccc2)nc2ccccn12)c1ccccc1F
55: Cc1ccc2[nH]cc(C(=O)CN3CCN(c4ccccc4F)CC3)c2c1
56: CN(CC(=O)Nc1ccccc1Cl)C1CCCCC1

screen / no.	49	50	51	52	53	54	55	56
PME-1 inh	4	-1	0	0	-5	-3	-5	-1
PAFAH1B3 inh	4	15	14	12	-4	8	5	4
Fam108B inh	x	-3	-1	1	2	5	0	0
GSTO1 counter	x	-2	4	5	5	-3	2	9
PAFAH1B2 inh	3	1	2	-1	2	3	-1	5
LYPLA1 counter	-6	0	1	1	1	0	1	0
PAFAH2 inh	-4	-1	3	6	6	6	3	2
pPAFAH FP inh	6	2	10	-1	0	0	5	3
PAD4 FP inh	0	-4	-2	-4	-4	-1	-4	0

57: COCCn1ccc2c(OCC(=O)NCc3ccc(C)cc3)cccc2c1=O
58: COc1ccccc1N1CCN(S(=O)(=O)c2ccccc2F)CC1
59: Cc1ccc(Cn2c(SCC(=O)NCC3CCCO3)nc3ccsc3c2=O)cc1 (centres undefined)
60: Clc1ccc(-c2c[n+](Cc3ccc(Br)cc3)c3n2CCCCC3)cc1

screen / no.	57	58	59	60
PME-1 inh	1	3	-1	-1
PAFAH1B3 inh	2	1	7	6
Fam108B inh	0	1	2	-3
GSTO1 counter	1	2	-9	6
PAFAH1B2 inh	2	2	6	4
LYPLA1 counter	-2	0	1	1
PAFAH2 inh	8	4	2	-2
pPAFAH FP inh	4	5	7	6
PAD4 FP inh	-2	-4	-1	3

Retrieved by structure from the entries so far:
57: COCCn1ccc2c(OCC(=O)NCc3ccc(C)cc3)cccc2c1=O
58: COc1ccccc1N1CCN(S(=O)(=O)c2ccccc2F)CC1
59: Cc1ccc(Cn2c(SCC(=O)NCC3CCCO3)nc3ccsc3c2=O)cc1 (centres undefined)
60: Clc1ccc(-c2c[n+](Cc3ccc(Br)cc3)c3n2CCCCC3)cc1

screen / no.	57	58	59	60
PME-1 inh	1	3	-1	-1
PAFAH1B3 inh	2	1	7	6
Fam108B inh	0	1	2	-3
GSTO1 counter	1	2	-9	6
PAFAH1B2 inh	2	2	6	4
LYPLA1 counter	-2	0	1	1
PAFAH2 inh	8	4	2	-2
pPAFAH FP inh	4	5	7	6
PAD4 FP inh	-2	-4	-1	3
